# RNase H inhibition = RNase H inhibition, HIV 1 Gag Pol polyprotein, FRET biochemical assay, screening (AID 372); hit rate 0.77% among 100,000; inhibition, % at 10 µM; hits with a dose series show IC50 in µM; HIV-1 RT RNase H, FRET RNA/DNA substrate fluorescence; higher % means a stronger effect; in the data active means inhibition above about 50%
# Active calls of the source: *. These rows are one share of the data, so the mix of outcomes need not match the whole.
Molecule	RNase H inhibition
O=C1/C(=C/c2ccc(Br)o2)SC(=S)N1c1cccc(C(F)(F)F)c1	15.0%
Cc1nn(C2CCCCC2)c(N)c1C#N	10.0%
O=C(Cc1ccc([N+](=O)[O-])cc1)Nc1ccc(F)c(Cl)c1	10.0%
Cc1cc(/C=C(\C#N)C(=O)Nc2ccc(F)cc2)c(C)n1-c1cccc2ccccc12	21.0%
O=C(O)CNC(=O)/C(=C/c1ccc(Br)cc1)NC(=O)c1ccc(Br)o1	3.0%
CCOC(=O)CSc1nnc(-c2cccc(Br)c2)o1	5.0%
COc1cc(/C=N/NC(=O)CN2CCOCC2)c([N+](=O)[O-])cc1OC	0.0%
Cc1ccc(C2NC(=O)c3ccccc3O2)cc1 (centres undefined)	3.0%
CCOc1ccc(C2C(C(=O)OC(C)CC)=C(C)NC3=C2C(=O)CC(c2ccccc2)C3)cc1OC (centres undefined)	6.0%
Cc1[nH][nH]c(=O)c1N=Nc1ccccc1C#N	19.0%
CC(C)(C)c1[nH]nc2c1C(c1c(F)cccc1Cl)C(C#N)=C(N)O2 (centres undefined)	27.0%
O=C(/C=C1/Nc2ccccc2NC1=O)Nc1cccc(C(F)(F)F)c1	0.0%
CCCCOC(=O)c1ccc(NC(=O)c2ccc(C)cc2)cc1	3.0%
O=C(COCC(=O)NN=Cc1ccccc1F)NN=Cc1ccccc1F	14.0%
O=C(Oc1ccc(/C=c2/sc3nc4ccccc4n3c2=O)cc1)c1ccccc1[N+](=O)[O-]	24.0%
Cc1ccc(Nc2cc(Sc3ccccc3)c3noc4c3c2C(=O)c2ccccc2-4)cc1	12.0%
Nc1ccc(C(=O)NNC2=CC(=O)CCC2)cc1	9.0%
O=c1ccc(=O)n(CN2CCOCC2)[nH]1	7.0%
O=C(COc1ccccc1[N+](=O)[O-])Nc1cc(-c2nc3ccccc3o2)ccc1Cl	29.0%
COc1ccccc1CNC(=O)c1cccc(C)c1	2.0%
CC(C)Cn1c(/C=C(/OC(=O)c2ccccc2)c2ccccc2)nc2ccccc21	12.0%
COc1ccc(-c2nn(-c3ccccc3)cc2/C=C2\N=C(c3ccccc3)OC2=O)cc1[N+](=O)[O-]	13.0%
CCOc1ccc(N2C(=O)NC(=O)/C(=C\c3cccc([N+](=O)[O-])c3)C2=O)cc1	1.0%
CCOC(=O)c1ccc(NC(=O)c2ccc(CN3CCc4ccccc4C3)cc2)cc1	8.0%
CCSC1=C(C#N)C(c2ccc(O)cc2)C(C(=O)Nc2ccccc2)=C(C)N1 (centres undefined)	10.0%
Cc1cnc(NC(=O)c2ccc(Cl)cc2Cl)s1	12.0%
Cc1onc(-c2c(F)cccc2Cl)c1C(=O)N1CCN(c2ccccn2)CC1	0.0%
CCOc1ccc(-c2cc(C(=O)N/N=C(\C)c3ccc(Cl)cc3)[nH]n2)cc1	43.0%
CCOC(=O)COc1c(Cl)cc(/C=C2\C(=O)NC(=O)N(c3ccc(Cl)cc3)C2=O)cc1Cl	2.0%
O=C1N=C(N2CCN(c3cccc(Cl)c3)CC2)S/C1=C/c1ccc(Cl)cc1	39.0%
Cc1ccc(N2C(=O)CC(NCCc3ccccc3Cl)C2=O)cc1 (centres undefined)	1.0%
Cc1ccccc1NC(=O)c1c(NC(=O)c2ccccc2Br)sc2c1CCCCC2	5.0%
CCCCOc1ccc(C(=O)N2CCN(c3ccc(Cl)cc3)CC2)cc1	25.0%
COCC(C)NC(=O)c1cc(OC)cc(OC)c1 (centres undefined)	6.0%
COc1ccc(NC(=O)c2c(NC(=O)Cc3ccccc3)sc3c2CCC(C)C3)cc1 (centres undefined)	23.0%
O=[N+]([O-])c1cccc(S(=O)(=O)NCCc2ccccc2)c1	5.0%
COc1ccccc1NC(=S)NC(NC(=O)c1cc(OC)c(OC)c(OC)c1)C(Cl)(Cl)Cl (centres undefined)	0.0%
COC(=O)C1=C(C)NC(C)=C(C(=O)OC)C1c1cccc(Br)c1	7.0%
Cc1ccccc1NC(=O)c1cccc(Br)c1	0.0%
CCCc1cc(=O)[nH]c(SCC(=O)Nc2cccc(F)c2)n1	0.0%
Cc1ccccc1CNC(=O)c1ccc(N(Cc2ccccc2)S(C)(=O)=O)cc1	27.0%
COc1cccc(OCCOc2ccc(Br)cc2/C=C2/SC(=S)NC2=O)c1	55.0%*
COc1cc(/C=N/NC(=O)c2ccccn2)ccc1OC(=O)c1ccc(Br)cc1	14.0%
CCN(CC)CCCCCOc1cccc2ccccc12	11.0%
Cc1cc(C(=O)N/N=C/c2ccccc2O)c(C)o1	5.0%
COc1cc(/C=C2\C(=O)NC(=O)N(c3cccc(C)c3)C2=O)c([N+](=O)[O-])cc1OC	4.0%
C=CCc1ccc(OCCCCOc2cc(C)ccc2Cl)c(OC)c1	26.0%
CC(C)(C)n1cnc2cc(N=Cc3ccc(Cl)cc3)ccc21	4.0%
O=C(NCc1ccco1)c1ccc(Cl)cc1	0.0%
NC(=O)c1ccccc1NC(=O)c1ccc(Br)o1	1.0%

# (continued)
Molecule	RNase H inhibition
O=C1c2cccc3cccc(c23)C(=O)N1CC1CCN(S(=O)(=O)c2ccccc2)CC1	0.0%
COc1ccc(CN2CCN(Cc3cccc(F)c3)CC2)c(OC)c1OC	0.0%
Cc1ccc(N2CC(C(=O)Nc3ccc(Cl)cc3)CC2=O)cc1 (centres undefined)	0.0%
Cc1cc(O)c(NC(=O)/C=C/c2ccccc2)cc1C	8.0%
CCOc1cccc(-c2cc(C(=O)NCCCN3CCOCC3)c3ccccc3n2)c1	2.0%
COc1cccc(C2NC(=O)NC(C)=C2C(=O)OCCOc2ccccc2)c1 (centres undefined)	17.0%
CC1=NN(c2ccccc2)C(=O)/C1=C/c1cn(CCC#N)nc1-c1ccc(Cl)cc1	2.0%
O=C1CSC(=Nc2ccc(Cl)cc2)N1	7.0%
COc1ccc(C(=O)N2CCN(C3CCCC3)CC2)cc1OC	5.0%
CC(=O)C1=C(O)C(=O)N(CC2CCCO2)C1c1cccc([N+](=O)[O-])c1 (centres undefined)	7.0%
COC(=O)C1=C(C)N(C)C(=O)NC1c1cccc(O)c1 (centres undefined)	5.0%
C/C(=N\Nc1nc(N2CCCCC2)nc(N2CCCCC2)n1)c1ccc([N+](=O)[O-])cc1	5.0%
CCN(CC)S(=O)(=O)c1ccc(C)c(C)c1	17.0%
Cc1ccc(N(CC(=O)Nc2ccc(I)cc2)S(C)(=O)=O)cc1Cl	12.0%
COc1ccc(S(=O)(=O)N2CCCCCC2)cc1C(=O)O	1.0%
Cc1cccc(C(=O)NNC(=O)c2cccc(Br)c2)c1	1.0%
COc1cc(/C=N/NC(=O)CSc2ccccn2)cc(Cl)c1O	13.0%
CCN(CC)c1ccc(N=Cc2c(C)[nH]c3ccccc23)cc1	14.0%
CC(C)(C)c1ccc(C(=O)NNC(=O)c2ccccc2F)cc1	9.0%
CCOc1ccccc1N(CC(=O)NCCc1ccccc1)S(=O)(=O)c1ccccc1	16.0%
Cc1ccc(C(=O)Nc2nnc(C(C)C)s2)cc1	14.0%
COC(=O)C1=C(C)NC(=O)/C1=C\c1cccc(OC)c1	0.0%
C/C(=N\N1CCN(Cc2cccc3ccccc23)CC1)c1cccs1	19.0%
COc1cc(/C(C)=N/N2CCN(c3ccccc3OC)CC2)ccc1O	10.0%
CCCOc1ccc(N2C(=O)CC(NCc3ccc(F)cc3)C2=O)cc1 (centres undefined)	0.0%
CCOC(=O)c1c(NC(=O)c2ccccc2I)sc(C)c1C	18.0%
CCOc1cc(/C=C2\SC(N)=NC2=O)ccc1OCCOc1c(C)cccc1C	17.0%
Clc1ccc(-c2csc(NCc3ccccc3)n2)cc1	6.0%
COc1ccc(Br)cc1C1N(c2cccc(C)c2)CCN1c1cccc(C)c1	7.0%
CSc1ccc(CN2CCN(C(=O)CC(C)C)CC2)cc1	4.0%
COc1ccc2c(C(F)(F)F)cc(=O)oc2c1	7.0%
Cc1cccc(N2C(=O)/C(=C/c3ccc(-c4cccc(C(=O)O)c4)o3)SC2=S)c1	21.0%
O=C(NC(=S)Nc1ccccc1)c1ccccc1I	15.0%
NC(=O)C(=O)Nc1cccc(C(F)(F)F)c1	0.0%
N#C/C(=C\Nc1ccccc1Cl)c1nc(-c2ccc(Br)cc2)cs1	2.0%
Cc1c(NC(=O)c2ccc(I)o2)cccc1-c1nc2ccccc2s1	16.0%
COc1ccc(NC(=O)C(C)C)c(OC)c1	1.0%
CC(C)OC(=O)c1c(NC(=O)c2ccc([N+](=O)[O-])cc2Cl)sc2c1CCCCC2	31.0%
NS(=O)(=O)c1ccc(CCNS(=O)(=O)c2ccc(Cl)cc2)cc1	20.0%
Cc1ccc(-c2ccc(OC(=O)COc3ccccc3Cl)cc2)cc1	21.0%
CCc1ccc(N2C(=O)NC(=O)/C(=C\c3cccn3-c3ccccc3)C2=O)cc1	1.0%
COc1ccc(C(=O)CC(CC(=O)c2ccc(OC)cc2)c2cccs2)cc1	13.0%
Cc1ccccc1NC(c1ccccc1F)P(=O)(OC(C)C)OC(C)C (centres undefined)	18.0%
Oc1c(Br)cc(Br)cc1C=Nc1ccc(Cl)c2cccnc12	0.0%
N/N=C(/c1cccc([N+](=O)[O-])c1)C12CN3CN(CN(C3)C1)C2	9.0%
CCN(CC)c1ccc(C2C3=C(CC(C)(C)CC3=O)Nc3ccccc3N2C(=O)Cc2ccccc2)cc1 (centres undefined)	20.0%
CCOc1cc(C)nc(-c2ccccc2O)n1	0.0%
Cc1ccc(N2C(=O)C3C4C=CC(O4)C3C2=O)cc1 (centres undefined)	4.0%
Cc1c(NC(=O)c2cccs2)cccc1NC(=O)c1cccs1	3.0%
COc1ccc(OC)c(/C=C2/C=C(c3ccccc3)OC2=O)c1	15.0%

# Following part.
Molecule	RNase H inhibition
CCOc1ccc(N2C(=O)CC(S/C(N)=N/N=C/c3c(O)ccc4ccccc34)C2=O)cc1 (centres undefined)	36.0%
COc1ccc(C(=O)NC(=S)Nc2ccc(Cl)cc2Cl)cc1[N+](=O)[O-]	12.0%
CCOC(=O)C1=C(C)N=c2s/c(=C/c3cccc(OC)c3)c(=O)n2C1c1c(OC)ccc2ccccc12 (centres undefined)	17.0%
COc1cc(/C=c2\sc3nc4ccccc4n3c2=O)ccc1OCCCOc1ccc(Cl)cc1	18.0%
CC(C)(C)c1ccc(C(=O)NCCSCc2ccc(Cl)cc2)cc1	16.0%
O=C1CC(N2CCN(Cc3ccc4c(c3)OCO4)CC2)C(=O)N1CCc1ccccc1 (centres undefined)	3.0%
COc1cc(/C=N/N2CCN(Cc3cccc4ccccc34)CC2)cc(OC)c1OC(C)=O	6.0%
COc1ccccc1/C=C1/SC(=O)N(CNc2cccc(Cl)c2)C1=O	0.0%
C=C(C)COc1ccc2c3c(c(=O)oc2c1C)CCCC3	4.0%
COc1ccc(/C=N/NC(=O)c2ccn(Cc3ccc(Cl)cc3)n2)c(OC)c1OC	5.0%
COc1ccc(S(=O)(=O)/N=C2\C=C(Br)C(=O)c3ccccc32)cc1	0.0%
Cc1cc(C)c(OCC(=O)Nc2ccc(NC(=O)c3cccs3)cc2)c(Cl)c1	18.0%
C=C(C)C(C)(C#CCN1CCCCC1)OC(C)=O (centres undefined)	8.0%
O=S(=O)(Nc1ccccc1I)c1ccc(F)cc1	3.0%
N#Cc1ccccc1N=Cc1cc([N+](=O)[O-])ccc1O	3.0%
Cc1ccc(NC2CC(=O)N(c3ccccc3)C2=O)cc1 (centres undefined)	5.0%
CCN(Cc1ccccc1)C(=O)C1CCN(Cc2ccccc2OC)CC1	11.0%
COc1ccc(OC)c(/C=C(\C#N)c2nc(-c3cccc([N+](=O)[O-])c3)cs2)c1	5.0%
Cc1ccccc1C(=O)NNC(=O)c1ccc(Br)cc1	7.0%
COc1cccc(OC)c1C(=O)N1CC(C)OC(C)C1 (centres undefined)	7.0%
Oc1ccc(Nc2ccnc3cc(Cl)ccc23)cc1	6.0%
CC1CCc2cc(F)ccc2N1C(=O)Nc1cccc2ccccc12 (centres undefined)	25.0%
CCSCCOC(=O)C1=C(C)NC2=C(C(=O)CC(c3ccccc3)C2)C1c1ccccc1Cl (centres undefined)	13.0%
COc1cc(Br)cc(/C=C2\SC(=S)NC2=O)c1OC	9.0%
COc1cc(CN2CCN(Cc3cc(OC)c(OC)c(OC)c3)CC2)c([N+](=O)[O-])cc1OC	8.0%

# Ordered by number of heavy atoms (smallest number first): part of the list above.
Molecule	RNase H inhibition
CC(=O)C1=C(O)C(=O)N(CC2CCCO2)C1c1cccc([N+](=O)[O-])c1 (centres undefined)	7.0%
Cc1cccc(N2C(=O)/C(=C/c3ccc(-c4cccc(C(=O)O)c4)o3)SC2=S)c1	21.0%
CCOc1cccc(-c2cc(C(=O)NCCCN3CCOCC3)c3ccccc3n2)c1	2.0%

# Two entries from above in a different format:
Oc1ccc(Nc2ccnc3cc(Cl)ccc23)cc1
  RNase H inhibition = 6.0%
Cc1ccccc1C(=O)NNC(=O)c1ccc(Br)cc1
  RNase H inhibition = 7.0%

# Continuation:
Molecule	RNase H inhibition
COc1ccc(/C=C(\C#N)c2nc(-c3ccc(Cl)c(Cl)c3)cs2)cc1	4.0%
COc1ccc(C(=O)N/N=C/c2ccc(N(C)C)cc2)c(OC)c1	11.0%
CCOc1ccc(/C(C)=N/NC(=O)CN(c2ccc(Oc3ccccc3)cc2)S(C)(=O)=O)cc1	31.0%
CCCC(=O)Oc1ccccc1N(C(=O)CCC)S(=O)(=O)c1ccc2ccccc2c1	15.0%
c1ccc(C(c2ccccc2)N2CCN(c3ccc4ccccc4n3)CC2)cc1	4.0%
COC(=O)C1=C(C)N(CC(C)C)C(=O)/C1=C\c1cccs1	6.0%
Cc1cc2c(cc1C)NC(c1cc(Br)ccc1F)C1=C(CC(C)(C)CC1=O)N2 (centres undefined)	0.0%
Cc1ccc(C(C)CCN2CCN(C)CC2)o1 (centres undefined)	4.0%
CCSc1nnc(NC(=O)c2ccccc2C)s1	6.0%
